# Screening data deposited in PubChem BioAssay by National Center for Advancing Translational Sciences (NCATS).
# CCT modulator – cytosolic chaperonin activity modulation. purified chaperonin ATPase assay, HTRF ADP detection, 30 min. activity change, % (test concentration not listed), hits read low. 360,000 tested, 0.3% active. AID 651819; in the data active means activity change below about -30%; further: on the % scale 0 is the no-effect control and ±100 the full control effect
#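 TRiC at 40 or 20 nM final (batch-dependent) in 30 mM Tris pH 7.4, 100 mM KCl, 5 mM MgCl2, 1 mM DTT, with compound at single 76 uM and 10 uM ATP, 30 min at 37 deg C. ADP detected by HTRF Transcreener, 665/615 ratio.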
# DRD3 agonist – activates the human D3 dopamine receptor | AID 652048 | P35462 | max activation, % | D3R DiscoveRx beta-arrestin cells, luminescence, 90 min | 410,000 tested, 0.58% active; in the data active means max activation above about 30%; further: 0% is about no effect; mostly tested at two doses, the higher about 12 µM
# Target sequence (P35462 whole entry, looked up): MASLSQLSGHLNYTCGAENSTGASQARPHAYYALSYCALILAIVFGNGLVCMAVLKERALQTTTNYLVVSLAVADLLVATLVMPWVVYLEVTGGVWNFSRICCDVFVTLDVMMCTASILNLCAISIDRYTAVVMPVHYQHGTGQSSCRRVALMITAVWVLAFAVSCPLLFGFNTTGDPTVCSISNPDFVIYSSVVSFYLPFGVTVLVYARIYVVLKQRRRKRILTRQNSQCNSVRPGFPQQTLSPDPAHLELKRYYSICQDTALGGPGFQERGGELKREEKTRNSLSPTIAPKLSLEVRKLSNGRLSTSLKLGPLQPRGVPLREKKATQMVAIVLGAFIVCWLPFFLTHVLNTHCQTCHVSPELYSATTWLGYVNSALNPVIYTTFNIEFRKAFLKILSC
#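 Agonist mode: compounds and dopamine controls were applied to plated cells for 90 min at 37 degrees C after an overnight attachment at 1500 cells/well. Luminescent read-out followed 30 - 60 minutes at room temperature with DiscoveRx detection reagent.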
# PTHR1 agonist – activates the human parathyroid hormone receptor PTHR1 | Potency, µM (top dose mostly 115 µM), inactives show at the highest dose activation, most hits filed as activators | AID 743266 | HEK293 GP2 PTHR1 cells, GloSensor cAMP luminescence, 1 h | Q03431 | 410,000 tested, 0.075% active; further: potency means the concentration at half of the fitted maximal effect; nearly all actives have a fitted effect of over 55% in size; some results filed as inactive show a strong effect at the top dose; inactives centre near -15; many of its hits are not listed in these tables
# Target sequence (Q03431 whole entry, looked up): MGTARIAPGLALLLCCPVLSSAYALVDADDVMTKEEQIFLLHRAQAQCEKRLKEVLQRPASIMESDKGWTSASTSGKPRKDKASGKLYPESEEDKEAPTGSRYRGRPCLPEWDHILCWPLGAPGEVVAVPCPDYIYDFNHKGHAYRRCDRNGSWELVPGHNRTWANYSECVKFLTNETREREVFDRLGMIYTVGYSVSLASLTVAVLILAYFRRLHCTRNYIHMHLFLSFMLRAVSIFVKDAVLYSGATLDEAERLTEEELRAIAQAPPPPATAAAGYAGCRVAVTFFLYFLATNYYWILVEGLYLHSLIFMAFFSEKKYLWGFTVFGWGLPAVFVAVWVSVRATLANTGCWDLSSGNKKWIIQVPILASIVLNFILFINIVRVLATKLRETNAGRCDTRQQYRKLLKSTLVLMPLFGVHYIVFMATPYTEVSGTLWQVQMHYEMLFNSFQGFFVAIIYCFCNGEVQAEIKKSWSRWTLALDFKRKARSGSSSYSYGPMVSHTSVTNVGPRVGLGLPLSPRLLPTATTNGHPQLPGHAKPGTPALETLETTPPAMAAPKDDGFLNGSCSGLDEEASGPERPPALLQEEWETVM
#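 HEK-293-derived GP2 cells expressing PTHR1 and a GloSensor cAMP reporter, 3,000/well, plated overnight, given luciferin plus IBMX (each 0.5 mM as added) for 1 h at 37 °C, then compound for 1 h at 37 °C. Luminescence was read after 15 min at room temperature.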
# EPAC2 agonist – activates human EPAC2 exchange factor; Q8WZA2; EPAC2 activation, biochemical qHTS; response scale: 100% = 6.5 mM cAMP response; Potency, µM (top dose mostly 154 µM), for inactives: at the highest dose activation, hits mostly activators; 360,000 tested, 0.079% active; further: potency means the concentration at half of the fitted maximal effect; nearly all actives have a fitted effect of over 50% in size
#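 Each well held 100 nM EPAC2, 250 nM RAP1B-BODIPY-GDP and 50 uM GDP. Fluorescence, read at 5-min intervals to 30 min, was referenced to a 6.5 mM cAMP positive control.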
# DRD3 antagonist – D3 dopamine receptor (human) antagonism | D3R cells, DiscoveRx beta-arrestin luminescence, antagonist mode; active compounds read low | max response, negative = inhibition, % | 360,000 tested, 2.5% active | AID 652054; in the data active means max response below about -50%; inconclusive means no clear call, values can overlap the other calls; further: on the % scale 0 is the no-effect control and ±100 the full control effect; mostly tested at two doses, the higher about 12 µM
#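 Cells plated overnight at 1500 cells/well, then exposed to library compounds with dopamine controls for 90 minutes at 37 degrees C. DiscoveRx reagent added for 30–60 minutes at room temperature; luminescence read, quantitative HTS format.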
# pAkt inh – Akt phosphorylation inhibition | 360,000 tested, 0.32% active | AID 651550 | activity change, % for hits at 50 µM | Neuro2A IGF-stimulated pAkt S473 HTRF, 20 min; active compounds read low; in the data active means activity change below about -80%; inconclusive means mostly about -51% to -80%; further: on the % scale 0 is the no-effect control and ±100 the full control effect
#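 Neuro2A cells (4,500/well, DMEM with 0.5% FBS) were treated with compound at a single 50 µM final concentration, stimulated with 6 nM IGF for 20 min at 37 °C, and lysed. Phospho-Akt Ser473 was read by HTRF as 665/615 ratio ×10^4.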
# EPAC2 antagonist – blocks human EPAC2 exchange factor | AID 720708 | Potency, µM (series often up to 114 µM), inactives show at the highest dose activity, negative = inhibition, hits mostly inhibitors | EPAC2 GEF exchange of Rap1B-BODIPY-GDP, fluorescence | Q8WZA2 | 360,000 tested, 0.18% active; further: potency means the concentration at half of the fitted maximal effect; on the % scale 0 is the no-effect control and ±100 the full control effect; nearly all actives have a fitted effect of over 45% in size; many of its hits are not listed in these tables
# MmCpn inh – M. maripaludis TRiC chaperonin inhibition; Potency, µM (top dose mostly 76.9 µM), for the others: at the top dose activity, negative = inhibition, usual class: inhibitors; purified Mm-Cpn ATPase, ADP Transcreener TR-FRET; AID 504842; 330,000 tested, 0.031% active; further: potency means the concentration at half of the fitted maximal effect; on the % scale 0 is the no-effect control and ±100 the full control effect; nearly all actives have a fitted effect of over 80% in size
#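 ATP (10 uM final) was added to archaeal chaperonin (25 nM final) after 10 min exposure to test compound at 37°C; after 30 min further incubation, ADP was detected by competitive TR-FRET.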
# Starred values were filed as active, the others as inactive; i = inactive; ? = inconclusive; / = no result given; [ ] = dose if it differs, or a comment. Unless noted, the call rests on the fitted dose curve; in most records, active means well fitted curve in the direction sought with a large enough effect; inconclusive means small, poorly fitted or top-dose-only effect, or another doubt; inactive means no such curve, though single readings can be large; an effect the other way counts as inactive or inconclusive.
SMILES,CCT modulator,DRD3 agonist,PTHR1 agonist,EPAC2 agonist,DRD3 antagonist,pAkt inh,EPAC2 antagonist,MmCpn inh
Cc1c(CC(=O)NCCCCCC(=O)O)c(=O)oc2cc3occ(-c4ccccc4)c3cc12,-2.0,6,-13%,6%,2,i,-16%,1%
CC(=O)Nc1ccccc1-c1cccc2nccn12,-2.0,-7,-14%,3%,25,i,-4%,/
Cc1cccc(C(=O)NCC(=O)NC(C)c2ccc(-n3ccnc3)cc2)c1 (stereo not given),0.4,-2,i,4%,6,i,-8%,-13%
O=C1c2ccccc2C(=O)N1Cc1nc(-c2ccccc2)no1,-1.9,-27,18%[57.5 µM],8%,7,i,-8%,0%
CCC(=O)Nc1nonc1-c1nc2ccccc2n1CCC(C)C,0.9,6,-19%[57.5 µM],6%,27,i,8%,-14%
O=C(O)CCC(=O)NNC(=O)c1ccc(Br)cc1,-1.7,-1,i,-10%,2,i,2%,1%
Nc1ccn([C@@H]2O[C@H](CNS(=O)(=O)c3cc4ccccc4s3)[C@@H](O)[C@H]2O)c(=O)n1,-0.6,-3,i,7%,-28,i,13%,/
Cc1ccccc1Sc1ncnc2onc(C)c12,-0.5,-6,-8%,5%,-29,i,-5%,2%
COc1ccc2c(c1)CCCN2C(N)=O,-0.2,6,i,-3%,-4,i,-2%,0%
CCOC(=O)C1CCN(C(=O)Cc2ccc(C)cc2)CC1,0.7,-4,i,6%,-17,i,0%,-2%
O=C1NC[C@@H](CCCCN2C[C@H](Cc3ccc(O)cc3)N(CCC3CCCCC3)C(=O)C2=O)N(Cc2ccccc2)C1=O,0.4,19,20%,15%,-7,i,-14%,/
CCc1c(C)nc2ncnn2c1NC1CCCc2ccccc21 (stereo not given),-0.4,6,-22%,-9%,-6,i,4%,2%
CCCc1nc2ccc([N+](=O)[O-])cc2[nH]1,-0.3,-4,i,8%,-1,i,2%,2%
C/C=C/Cn1c(SCc2ccccc2)nc2c1c(=O)[nH]c(=O)n2C,0.9,8,i,5%,57,i,3%,0%
Cc1cc(C(=O)COc2ccc(C#N)cc2)c(C)n1C1CC1,-3.8,1,-24%,4%,-9,i,2%,-3%
CN1CCC(N(C)S(=O)(=O)c2ccc(NC(=O)COc3ccc([N+](=O)[O-])cc3)cc2)CC1,-1.9,-14,i,4%,8,i,1%,?
COc1ccc2c(c1)OC(c1ccccc1)(C(F)(F)F)NC2=O (stereo not given),-0.4,-2,i,0%,19,i,3%,-4%
Nn1c(SCc2ccccc2)nc2ccccc21,-0.3,0,-25%,5%,4,i,14%,2%
COc1cc(OC)cc(C(=O)NC(=S)NNC(=O)[C@H]2C[C@@H]2c2ccccc2)c1,-1.0,8,-11%,4%,13,i,10%,1%
CC(C)(C)n1nc2c(c1NC(=O)COc1ccc(Cl)cc1)CS(=O)(=O)C2,-0.3,-4,i,-2%,3,i,-2%,1%
COc1ccccc1NC(=O)CN1CCCCCC1,0.9,6,-2%,6%,-5,i,1%,2%
O=C1C2C3C=CC(C4CC34)C2C(=O)N1c1cc(Cl)ccn1 (stereo not given),0.9,11,i,7%,19,i,19%,1%
C=CCNC(=O)CN(c1ccc(F)cc1)S(=O)(=O)c1ccc(OC)cc1,1.3,0,-23%,-4%,14,i,1%,1%
COc1ccc(-c2c[n+]3c(n2-c2c(C)n(C)n(-c4ccccc4)c2=O)CCCCC3)cc1,0.3,-1,i,6%,15,i,3%,-1%
CCOc1ccc2nc(SCC(=O)Nc3nonc3C)[nH]c2c1,-3.2,-8,-17%,2%,-6,i,-3%,0%
Cc1ccccc1CN1CCN(CC(=O)NCc2ccccn2)C1=O,0.4,1,-5%,5%,53,i,-5%,0%
COc1ccccc1C(N)=S,-1.4,11,-12%,0%,7,i,13%,2%
COc1cccc(NC(=O)CSc2nccn(-c3ccc4c(c3)OCCO4)c2=O)c1,-3.8,0,i,-3%,1,i,4%,-21%
c1ccc2[nH]c(CCCCc3nc4ccccc4[nH]3)nc2c1,-1.2,-8,-58%,9%,-1,i,2%,1%
COC(=O)N/N=C/c1cc(C)n(-c2cccc3ccccc23)c1C,-5.7,-17,i,10%,-15,i,-2%,1%
COC(=O)c1ccc(S(N)(=O)=O)o1,-2.4,3,-6%,-3%,-11,i,1%,0%
COc1cc2nc(C3CCC3)n(N)c(=O)c2cc1OC,-2.0,2,-9%,-5%,9,i,6%,0%
O=C1CCC(C(=O)OCc2ccccc2)N1 (stereo not given),-2.3,-2,-1%[57.5 µM],5%,-2,/,-1%,0%
COc1ccc(NC(=O)N(C)C[C@H]2Oc3ccc(NS(=O)(=O)c4cn(C)cn4)cc3C(=O)N([C@H](C)CO)C[C@@H]2C)cc1,-1.4,-19,-12%,1%,-1,i,11%,/
COc1cc(CN2CC(=O)N(c3ccc(C)cc3)C2=S)cc(OC)c1OC,-1.4,-2,-62%[inhibitor],12%,106,i,-1%,1%
CCCCCC(=O)N1C[C@H](O)[C@@H](n2cc(-c3ccc(F)cc3)nn2)C[C@@H]1c1ccccc1,0.3,2,-16%,9%,0,i,-1%,/
COc1cccc(C(=O)NCCNC(=O)c2ccco2)c1,0.3,-11,-71%[inhibitor],13%,-20,i,0%,2%
O=C(NCCN1CCOCC1)c1cc2ccccc2oc1=O,-8.1,-19,i,8%,-9,i,-4%,1%
CCOC(=O)c1ccc(NS(=O)(=O)c2ccc3c(c2)oc(=O)n3C)cc1,-3.3,-9,i,6%,-12,i,7%,-2%
Cc1cc(NC(=S)N(CCCN2CCN(C)CC2)Cc2ccco2)ccc1Cl,0.0,-7,i,3%,-11,i,-3%,0%
CCOc1c(CNc2nnnn2C)cccc1OC,1.6,0,-53%[inhibitor],5%,16,i,27%,4%
CCCc1cc(=O)oc2c(C)c(OC(C)C(=O)NCCN3CCOCC3)ccc12 (stereo not given),-0.4,-9,-9%,0%,0,i,-5%,0%
COc1cc2c(cc1OC)C(C)N(C(=O)C(NC(=O)c1ccccc1)C(C)C)CC2 (stereo not given),2.1,2,i,3%,-6,i,2%,1%
C=Cn1cc[n+](CC(=O)c2ccc(Br)cc2)c1,-5.4,0,i,-3%,2,i,-2%,1%
COCCn1c(C)cc(C(=O)COC(=O)CCc2ccc(S(=O)(=O)N3CCOCC3)cc2)c1C,0.0,-7,i,-2%,3,i,9%,0%
CC1(C(=O)NCC2CC2)C=CC2(CCCCC2)N1C(=O)c1ccccc1 (stereo not given),-2.3,-9,i,0%,-9,i,17%,?
CCOc1ccccc1NC(=O)c1oc2ccccc2c1NC(=O)C1CCCO1 (stereo not given),-1.8,6,-18%,20%,28,i,-15%,0%
CCOC(=O)c1c(N)sc(C(=O)OCCOC)c1C,1.4,0,1%,-3%,8,i,3%,0%

# Some of the entries above, reformatted:
compound	CCT modulator	DRD3 agonist	PTHR1 agonist	EPAC2 agonist	DRD3 antagonist	pAkt inh	EPAC2 antagonist	MmCpn inh
CCC(=O)Nc1nonc1-c1nc2ccccc2n1CCC(C)C	0.9	6	-19%[57.5 µM]	6%	27	i	8%	-14%
O=C(O)CCC(=O)NNC(=O)c1ccc(Br)cc1	-1.7	-1	i	-10%	2	i	2%	1%
Nc1ccn([C@@H]2O[C@H](CNS(=O)(=O)c3cc4ccccc4s3)[C@@H](O)[C@H]2O)c(=O)n1	-0.6	-3	i	7%	-28	i	13%	/

# New compounds follow.
SMILES,CCT modulator,DRD3 agonist,PTHR1 agonist,EPAC2 agonist,DRD3 antagonist,pAkt inh,EPAC2 antagonist,MmCpn inh
C(=C\c1ccccc1)/CSc1nnc(-c2ccccc2)n1Cc1ccco1,-1.1,0,-25%,20%,17,i,-2%,-3%
Cc1ccc(S(=O)(=O)N2CCCCC2)cc1C(=O)OCC(=O)N1c2ccccc2NC(=O)C1(C)C,-1.4,6,-18%,4%,10,i,-4%,0%
COCC1CCCCN1C(=O)c1ccc2oc(CCc3ccccc3)nc2c1 (stereo not given),-1.1,0,-35%[inhibitor],12%,-14,i,-9%,-1%
CSc1ncccc1C(=O)Nc1nc2ccc(Oc3ccccc3)cc2s1,-8.1,17,-4%,9%,55,i,-11%[57.1 µM],-14%
CC(C)(O)C#Cc1ccc(CN2CCN(CCc3ccccc3)C(CCO)C2)s1 (stereo not given),2.1,0,i,5%,3,i,-12%,-1%
CCn1nc(NS(=O)(=O)c2ccc([N+](=O)[O-])cc2)c2cc3cc(C)ccc3nc21,-0.7,-7,0%,-3%,-3,i,-7%,0%
Cc1ccc2c(c1)c1c3n2CCCN(Cc2ccccc2)C3CCC1 (stereo not given),-2.4,-18,?,1%,-4,i,-11%,-1%
CCCCN(CC)C(=O)c1ccc(Cl)cc1,1.7,0,i,-2%,-5,i,-3%,1%
NS(=O)(=O)c1c(Sc2ccccc2C(=O)O)ccc2ccccc12,0.0,2,i,0%,16,i,-14%,?
CC(C)(C)N1C(=O)[C@H]2[C@@H](c3ccc(Br)cc3)N3C(=O)N(c4cccc(Cl)c4)C(=O)[C@@]3(C)[C@H]2C1=O,-3.8,6,i,3%,-1,i,2%,-2%

# Molecules above with an aryl thioether with sulfur outside any ring:
SMILES,CCT modulator,DRD3 agonist,PTHR1 agonist,EPAC2 agonist,DRD3 antagonist,pAkt inh,EPAC2 antagonist,MmCpn inh
Cc1ccccc1Sc1ncnc2onc(C)c12,-0.5,-6,-8%,5%,-29,i,-5%,2%
C/C=C/Cn1c(SCc2ccccc2)nc2c1c(=O)[nH]c(=O)n2C,0.9,8,i,5%,57,i,3%,0%
Nn1c(SCc2ccccc2)nc2ccccc21,-0.3,0,-25%,5%,4,i,14%,2%
CCOc1ccc2nc(SCC(=O)Nc3nonc3C)[nH]c2c1,-3.2,-8,-17%,2%,-6,i,-3%,0%
COc1cccc(NC(=O)CSc2nccn(-c3ccc4c(c3)OCCO4)c2=O)c1,-3.8,0,i,-3%,1,i,4%,-21%
C(=C\c1ccccc1)/CSc1nnc(-c2ccccc2)n1Cc1ccco1,-1.1,0,-25%,20%,17,i,-2%,-3%
CSc1ncccc1C(=O)Nc1nc2ccc(Oc3ccccc3)cc2s1,-8.1,17,-4%,9%,55,i,-11%[57.1 µM],-14%
NS(=O)(=O)c1c(Sc2ccccc2C(=O)O)ccc2ccccc12,0.0,2,i,0%,16,i,-14%,?

# This is a subset; count on the stated rates, not on these rows.
